From PubChem BioAssay
EPAC2 agonist = agonists of human EPAC2 (RAPGEF4); Q8WZA2; EPAC2 activation, biochemical qHTS; response scale: 100% = 6.5 mM cAMP response; Potency, µM (highest dose often 154 µM), inactives show at the top dose activation, actives largely listed as activators; actives 0.079% (n = 360,000); note: nearly all actives have a fitted effect of over 50% in size
Target sequence (Q8WZA2 whole entry, looked up): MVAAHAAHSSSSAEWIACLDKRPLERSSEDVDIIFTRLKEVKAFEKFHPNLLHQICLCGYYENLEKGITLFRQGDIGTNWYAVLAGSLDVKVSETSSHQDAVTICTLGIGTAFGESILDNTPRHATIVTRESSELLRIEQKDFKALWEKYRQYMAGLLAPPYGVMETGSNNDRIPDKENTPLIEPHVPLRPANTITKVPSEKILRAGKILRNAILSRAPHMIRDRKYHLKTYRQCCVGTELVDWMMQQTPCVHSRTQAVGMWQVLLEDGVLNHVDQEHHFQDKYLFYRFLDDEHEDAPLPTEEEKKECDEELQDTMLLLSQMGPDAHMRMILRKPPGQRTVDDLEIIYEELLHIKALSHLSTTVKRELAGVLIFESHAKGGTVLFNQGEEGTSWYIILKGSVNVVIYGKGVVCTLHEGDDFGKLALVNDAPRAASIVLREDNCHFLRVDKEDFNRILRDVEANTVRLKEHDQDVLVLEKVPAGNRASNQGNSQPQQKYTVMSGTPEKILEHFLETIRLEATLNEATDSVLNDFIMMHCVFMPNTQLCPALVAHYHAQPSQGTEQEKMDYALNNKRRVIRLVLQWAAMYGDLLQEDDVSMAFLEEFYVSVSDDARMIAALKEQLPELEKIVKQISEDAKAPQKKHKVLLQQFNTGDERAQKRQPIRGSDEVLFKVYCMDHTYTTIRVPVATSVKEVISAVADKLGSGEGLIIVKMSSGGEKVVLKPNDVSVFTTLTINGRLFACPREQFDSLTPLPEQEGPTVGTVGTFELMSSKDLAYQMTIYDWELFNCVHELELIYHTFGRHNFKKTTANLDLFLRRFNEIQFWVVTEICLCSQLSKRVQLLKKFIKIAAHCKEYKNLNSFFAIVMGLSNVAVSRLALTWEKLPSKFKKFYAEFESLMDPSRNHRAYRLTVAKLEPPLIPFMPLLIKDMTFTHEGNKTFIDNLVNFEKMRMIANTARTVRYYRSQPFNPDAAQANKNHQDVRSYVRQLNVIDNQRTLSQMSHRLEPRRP
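EPAC2 (100 nM) mixed with Rap1B loaded with BODIPY-GDP (250 nM) plus 50 uM unlabeled GDP; compounds pinned in, 5 min RT, then read every 5 min for 30 min (ex 480, em 540 nm). Normalized to cAMP control.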
EPAC2 antagonist = blocks human EPAC2 exchange factor | Q8WZA2 | EPAC2 GEF exchange of Rap1B-BODIPY-GDP, fluorescence | Potency, µM (top dose mostly 114 µM), inactives show at the top dose activity, negative = inhibition, most hits filed as inhibitors | actives 0.18% (n = 360,000) | AID 720708; note: % is set by controls: 0 for no effect and ±100 for the full control effect; nearly all actives have a fitted effect of over 45% in size; many of its hits are not listed in these tables
TDP-43 yeast inh = inhibitors of TDP-43 toxicity in yeast. TDP-43 expressing yeast growth rescue, BacTiter-Glo, 24 h. Potency, µM (series often up to 46.1 µM), for inactives: at the top dose growth rescue (activation), most hits filed as activators. actives 1.8% (n = 410,000); note: % of control where 0% means no effect; nearly all actives have a fitted effect of over 50% in size
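Growth rescue of TDP-43-toxic yeast measured as ATP luminescence (BacTiter-Glo). Cells grown to mid-log in raffinose, induced in galactose at OD600=0.02, exposed to compound 24 hr at 30 deg C.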
PTHR1 ag = agonists of human PTHR1 parathyroid hormone receptor; Q03431; HEK293 GP2 PTHR1 cells, GloSensor cAMP luminescence, 1 h; Potency, µM (doses to about 115 µM), for the others: at the highest dose activation, most hits filed as activators; actives 0.075% (n = 410,000); AID 743266; note: nearly all actives have a fitted effect of over 55% in size; some results filed as inactive show a strong effect at the top dose; inactives centre near -15; many of its hits are not listed in these tables
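HEK-293-derived GP2 cells expressing PTHR1 and a GloSensor cAMP reporter, 3,000/well, plated overnight, given luciferin plus IBMX (each 0.5 mM as added) for 1 h at 37 °C, then compound for 1 h at 37 °C. Luminescence was read after 15 min at room temperature.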
aSyn yeast inh = rescues yeast growth from alpha-synuclein toxicity; Potency, µM (series often up to 46.1 µM), inactives show top-dose growth rescue (activation), usual class: activators; Yeast expressing alpha-synuclein, growth rescue, BacTiter-Glo, 24 h; AID 652106; actives 0.14% (n = 370,000); note: % of control where 0% means no effect; nearly all actives have a fitted effect of over 65% in size
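Screening used galactose-induced yeast with toxic alpha-synuclein levels, exposed to compound for 24 hr at 30 deg C. Cell growth, read with BacTiter-Glo luminescence, gave the measured signal.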
EPAC1 antag = blocks human EPAC1 exchange factor | Potency, µM (doses to about 115 µM), for inactives: top-dose activity change, negative = inhibition, usual class: inhibitors | O95398 | EPAC1 GEF assay, Rap1b-BODIPY-GDP exchange fluorescence | actives 0.14% (n = 360,000) | AID 720709;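 note: plate controls were vehicle for no effect and positive control for full effect; nearly all actives have a fitted effect of over 50% in size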
FUS yeast rescue = suppressors of FUS proteinopathy in yeast; AID 1347120; actives 0.24% (n = 390,000); S. cerevisiae FUS-expressing, growth rescue, OD600, 24 h; Potency, µM (doses to about 76.6 µM), for the others: at the top dose growth rescue (activation), actives largely listed as activators;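 note: plate controls were DMSO vehicle for no effect and reference control for full effect; nearly all actives have a fitted effect of over 55% in size; some results filed as inactive show a strong effect at the top dose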
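Galactose (2%) drives FUS expression in yeast precultured in raffinose; seeding density OD 0.005. Test compounds incubated 24hr at 30C and 99% humidity before absorbance at 600 nm was measured.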
EPAC1 ag = activates human EPAC1 exchange factor. Potency, µM (doses to about 154 µM), for inactives: top-dose activation, usual class: activators. AID 720707. EPAC1 agonist qHTS, biochemical assay; response scale: 100% = response to 6.5 mM cAMP. actives 0.073% (n = 360,000). O95398; note: nearly all actives have a fitted effect of over 60% in size
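EPAC1 100 nM, Rap1B–BODIPY-GDP 250 nM, unlabeled GDP 50 uM; compound titration; 5 min RT; kinetic read ex480/em540 at 5-min intervals ×30 min; data normalized to 6.5 mM cAMP agonist control.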
The depositor's hits bear a star; i = inactive; ? = inconclusive; nt = no result given; & = joins results of further samples; [ ] = remark or other dose. Calls come from the whole dose curve; as a rule, active = well fitted curve in the direction sought with a large enough effect; inconclusive = small, poorly fitted or top-dose-only effect, or another doubt; inactive = no such curve, though single readings can be large; an effect the other way counts as inactive or inconclusive. Potency is the fitted concentration of half-maximal effect. Not all compounds are listed (hit frequency here may not be typical).

Start of the listing, in advance:
Structure	EPAC2 agonist	EPAC2 antagonist	TDP-43 yeast inh	PTHR1 ag	aSyn yeast inh	EPAC1 antag	FUS yeast rescue	EPAC1 ag
COc1ccc(C(C)=O)cc1CSc1nc2nc(C)cc(C)n2n1	0%	-3%	-18%	i	12%	4%	11%	-21%
COc1ccccc1NC(=O)CCNS(=O)(=O)c1ccc2c(c1)CCCC(=O)N2	nt	nt	12%	i	-1%	nt	-10%	nt
CCn1c(SCC(=O)N2c3ccccc3CCc3ccccc32)nc2c1c(=O)n(C)c(=O)n2C	7%	-3%	-6%	-18%[57.5 µM]	4%	-2%	12%	5%

The whole of this part (from the top)
Structure	EPAC2 agonist	EPAC2 antagonist	TDP-43 yeast inh	PTHR1 ag	aSyn yeast inh	EPAC1 antag	FUS yeast rescue	EPAC1 ag
COc1ccc(C(C)=O)cc1CSc1nc2nc(C)cc(C)n2n1	0%	-3%	-18%	i	12%	4%	11%	-21%
COc1ccccc1NC(=O)CCNS(=O)(=O)c1ccc2c(c1)CCCC(=O)N2	nt	nt	12%	i	-1%	nt	-10%	nt
CCn1c(SCC(=O)N2c3ccccc3CCc3ccccc32)nc2c1c(=O)n(C)c(=O)n2C	7%	-3%	-6%	-18%[57.5 µM]	4%	-2%	12%	5%
O=C(CSc1nnc(Cn2c(=O)sc3ccccc32)n1-c1ccccc1)Nc1nccs1	12%	9%	-7%	-13%	2%	-17%	-5%	3%
CCc1c(C)nc(SC)n(CC#N)c1=O	-16%	21%	4%	i	-5%	3%	8%	-3%
O=[N+]([O-])c1ccccc1/C=C/CN1CCCC(CO)C1 (configuration not stated)	9%	0%	2%	i	-1%	2%	3%	1%
COc1ccc(/C=C/C(=O)NC(=S)NN2CCCCC2c2cccnc2)cc1OC (configuration not stated)	-6%	-17%	-5%	-24%	2%	-8%	15%	-10%
Cc1ccc(C)c(S(=O)(=O)N2CCN(C(=O)CSc3ccccc3F)CC2)c1	3%	-7%	28%	i	28%	-6%	36%	7%
O=C(NC1CCCCC1)N(Cc1nc2ccccc2c(=O)[nH]1)C1CCCCC1	-2%	5%	2%	-20%	7%	10%	30%	6%
O=[N+]([O-])c1ccc(N2CCN(Cc3ccc4c(c3)OCO4)CC2)nc1	2%	-2%	22%	-32%	13%	-6%	0%	-2%
Cc1cccc(NC(=S)NCc2ccc3[nH]c4c(c3c2)CCCC4)c1	16%	7%	?	-17%	0%	-3%	40%	6%
CC(C(=O)Nc1cccc([N+](=O)[O-])c1)N1C(=O)NC2(CCCC2)C1=O (configuration not stated)	-3%	-8%	6%	i	?	-14%	-3%	-5%
O=C(O)c1cccc(NC(=S)NC(NC(=O)c2cccc([N+](=O)[O-])c2)C(Cl)(Cl)Cl)c1 (configuration not stated)	5%	-6%	17%	10%	5%	-20%	8%	15%
Cc1c(Cl)cccc1NC(=S)N=Nc1c(O)n(CN2CCOCC2)c2ccccc12	5%	-23%	15%	-23%	1%	-16%	16%	12%
O=C(NCCS(=O)(=O)N1CCCCC1)c1ccccc1	13%	18%	1%	-22%	-12%	-17%	39%	-60%[inhibitor]
COc1cccc(NC(=O)CN2CCC(C)CC2)c1	5%	-1%	-10%	-21%	nt	6%	7%	-1%
CCCCCCn1c(-c2cccs2)n[nH]c1=S	-1%	-17%	-12%[0.397 µM]	-15%	2%	6%	16%	1%
COC(=O)c1sc(C(C)(C)C)cc1CS(=O)(=O)c1ccc(Cl)cc1	8%	-25%	0%	i	7%	-7%	21%	11%
Cn1c(/N=C/c2c(O)ccc3ccccc23)nc2ccccc21	-14%	?	-9%	5%[57.5 µM]	6%	-28%	20%	-2%
C=CC[C@@H](Cc1ccc(F)cc1)C(=O)OC[C@@H]1CCCN1C(=O)[C@H](CC=C)CC(=O)N(CCO)Cc1ccccc1	2%	-21%	0%	-49%[inhibitor]	-4%	-25%	?	-23%
Cc1cc(C)nc(N/N=C/c2cc(C)n(CC(F)(F)F)c2C)n1	-3%	-9%	11%	i	-5%	-3%	3%	-6%
O=C(Nc1ccc(N2CCCCC2)cc1)c1ccc2c(c1)OCCO2	-2%	-1%	17%	-91%[inhibitor][57.5 µM]	-14%	-12%	38%	0%
CCCCOc1ccc(Cl)cc1CSc1nncn1N	6%	3%	-12%	i	0%	0%	29%	-1%
CN(C)C(=O)CN(C)S(=O)(=O)c1ccc(Cl)cc1	5%	5%	0%	16%[57.5 µM]	-7%	11%	1%	-2%
O=C1NC(=O)C2(Br)Nc3ccc(Br)cc3C(=O)C2N1 (configuration not stated)	3%	-10%	0%	23%	-10%	-18%	20%	2%

(cont.)
Structure	EPAC2 agonist	EPAC2 antagonist	TDP-43 yeast inh	PTHR1 ag	aSyn yeast inh	EPAC1 antag	FUS yeast rescue	EPAC1 ag
Nc1ccccc1C(=O)NNc1c2ccccc2nc2ccccc12	17%	10%	-14%	i	-4%	?	30%	-10%
CCNC(=S)NNC(=O)c1ccc(OC)cc1	-1%	17%	-14%[0.397 µM]	i	-8%	9%	-3%	-8%
Cc1cccc(C)c1NC(=O)CNC(=O)CCC(=O)N1CCOCC1	13%	30%[activator]	-16%	-2%	-1%	-4%	15%	-5%
COc1cccc2c(=O)c3ccoc3n(C)c12	0%	12%	0%	-7%	10%	7%	-20%	-16%
Cn1c(=O)oc2cc(S(=O)(=O)N3CCC4(CC3)OCCO4)ccc21	11%	3%	9%	-7%[57.5 µM]	2%	-6%	7%	0%
Cc1ccc(Oc2nc3ccccn3c(=O)c2/C=C(\C#N)C(=O)NC2CCS(=O)(=O)C2)c(C)c1 (configuration not stated)	3%	3%	8%	-1%	0%	-17%	0%	-4%
Cc1ccc(N(CC(=O)N2CC(=O)Nc3ccccc32)S(=O)(=O)c2ccc3c(c2)OCCO3)cc1	14%	-6%	-17%	-16%[57.5 µM]	0%	-3%	?	11%
CCc1nc2c(OCC=C(C)C)cccn2c1N(C)C(=O)c1ccccc1F	4%	-19%	8%	-1%	-8%	19%	-8%	5%
S=C1NC(c2ccccc2)=NCN1c1ccccc1	-1%	-5%	13µM*	i	0%	-9%	-5%	8%
CCOC(=O)C1=NOC(CNC(=O)C2=NOC(CNC(=O)c3c(-c4ccccc4Cl)noc3C)C2)C1 (configuration not stated)	14%	0%	-5%	i	0%	-4%	-10%	11%
COc1ccc(-n2nc3c(c2NC(=O)C2CC2)CS(=O)C3)cc1 (configuration not stated)	0%	-2%	17%	i	0%	2%	2%	1%
NNC(=O)c1cccc(S(=O)(=O)Nc2cccc(C(F)(F)F)c2)c1	0%	-9%	4%	-11%	-3%	-11%	-18%	-9%
CN1CCC(N(C)C(=O)c2ccc(Cl)c(S(=O)(=O)N3CCOCC3)c2)CC1	10%	-4%	-24%	-11%	-3%	-7%	31%	8%
CC(CCc1ccccc1)NC(=O)c1ccco1 (configuration not stated)	3%	-5%	-4%	-3%[57.5 µM]	-6%	-9%	15%	-1%
CN(C)S(=O)(=O)c1ccc(C(=O)NCC(c2cccs2)N2CCOCC2)cc1 (configuration not stated)	4%	-4%	-15%	6%	-6%	6%	20%	1%
CSc1ccc(NC(=O)N2CC(C)OC(C)C2)cc1 (configuration not stated)	-1%	8%	-17%	i	-3%	-2%	2%	0%
Cc1ccc(NC(=O)CCOc2ccccc2)cc1	2%	-6%	20%&18%	i	3%&21%	3%	-2%&-12%	6%
COc1ccc(NC(=O)CSc2ccccn2)cc1	0%	3%	-7%	-31%	-1%	5%	14%	-6%
CCC(NS(=O)(=O)c1ccc(C)cc1)C(=O)N1CCOCCOCCOCCOCC1 (configuration not stated)	7%	2%	14%	i	3%	2%	-6%	-7%
COc1cccc(C(=O)NCc2nnc(SCC(=O)Nc3nccs3)n2-c2cccc(C)c2)c1	3%	-5%	-10%	i	1%	3%	16%	4%
CC12CC(=O)C3C(CCC4=CC(=O)CCC43C)C1CC=C2CC(=O)O (configuration not stated)	5%	6%	7%	i	8%	2%	13%	10%
COc1ccc(Nc2nc(N)c([N+](=O)[O-])c(N3CCCC3)n2)cc1	12%	1%	?	i	5%	-12%	28%	-1%
COc1ccc(C2C(C(=O)Nc3ccccc3)=C(C)N=C3SCC(=O)N32)cc1 (configuration not stated)	7%	0%	-16%	i	2%	14%	55%	5%
CCNC(=O)Cn1cc(C(F)(F)F)cc(Cl)c1=O	-3%	-3%	-5%	-29%	1%	-7%	-18%	-3%
O=S(=O)(c1ccccc1)N1CN(c2ccc(F)cc2F)c2nc3ccccc3nc21	15%	-5%	?	-22%	1%	-18%	27%	12%

The results go on.
Structure	EPAC2 agonist	EPAC2 antagonist	TDP-43 yeast inh	PTHR1 ag	aSyn yeast inh	EPAC1 antag	FUS yeast rescue	EPAC1 ag
Cc1nn(-c2ccccc2)c(Cl)c1/C=N/NC(=O)c1ccn[nH]1	0%	-3%	19%	i	0%	-5%	-14%	0%
COc1ccc(CNCCC(c2ccc(F)cc2)c2ccc(OC(C)C)cc2)cc1OC (configuration not stated)	-3%	2%	-20%[1.82 µM]	i	-13%	-3%	40%	-11%
COc1cccc(NC(=O)CNC(=O)c2ccc(C)cc2)c1	-6%	4%	13%	-8%	14%	6%	-9%	-4%
CCCCNC(=O)C(NC(=O)c1ccccc1)C(=O)c1ccccc1 (configuration not stated)	-2%	13%	3%	-4%	-6%	-25%	-9%	-16%
CCCCn1c(N)c(Sc2ccccc2[N+](=O)[O-])c(=O)[nH]c1=O	-2%	7%	-7%	i	1%	4%	11%	-5%
COC(=O)c1ccc(C(=O)OC)c(NC(=O)CN2CCN(c3ccccc3)CC2)c1	2%	8%	-10%	i	-5%	13%	4%	-2%
O=C(Nc1nc2ccccc2n1CCN1CCOCC1)c1ccc(COc2ccccc2Br)o1	5%	8%	3%	-23%	1%	-3%	24%	4%
O=C(CN1C(=O)c2ccccc2C1=O)N1CCN(S(=O)(=O)c2ccccc2)CC1	9%	-2%	-20%	i	-1%	-24%	24%	-12%
COc1ccc(Nc2c(-c3ccc(F)cc3)nc3nc(C)cc(C)n23)cc1	19%	-12%	26%	-6%	-7%	5%	28%	5%
CC(C)(C)SCCNC(=O)/C=C/c1cccc([N+](=O)[O-])c1	-8%	8%	8%	-3%	1%	2%	nt	-6%
CCOC(=O)CN1C(=O)C2(OCCCO2)c2cc(Br)ccc21	-1%	1%	6%	-3%	20%	-12%	0%	-6%
O=C(Nc1ccc(S(=O)(=O)N2CCCC2)cc1)C1CC(=O)N(CCc2ccc(F)cc2)C1 (configuration not stated)	6%	-11%	0%	-12%	-12%	-9%	nt	2%
